CDK5 p35 inh: CDK5/p35 (human) kinase inhibition; Q00535+Q15078; Recombinant CDK5/p35, ADP-Glo luminescence, 60 min; inhibition, % at 10 µM; actives 0.01% (n = 330,000);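 active means highest replicate inhibition of at least 50% and at least 75% of replicates reaching 50%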;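 further: plate controls were DMSO neutral control for no effect and GW8510 at 10 µM for full effect; many of its hits are not listed in these tables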
Target sequence (Q00535 whole entry, looked up): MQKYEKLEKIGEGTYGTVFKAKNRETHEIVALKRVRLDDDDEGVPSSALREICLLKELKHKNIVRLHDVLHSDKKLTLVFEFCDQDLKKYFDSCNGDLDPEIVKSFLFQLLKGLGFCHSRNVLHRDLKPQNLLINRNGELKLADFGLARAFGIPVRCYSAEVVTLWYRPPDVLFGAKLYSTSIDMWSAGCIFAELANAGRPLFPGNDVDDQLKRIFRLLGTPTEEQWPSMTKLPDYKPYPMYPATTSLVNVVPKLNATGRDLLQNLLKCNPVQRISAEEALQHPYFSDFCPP
Target sequence (Q15078 whole entry, looked up): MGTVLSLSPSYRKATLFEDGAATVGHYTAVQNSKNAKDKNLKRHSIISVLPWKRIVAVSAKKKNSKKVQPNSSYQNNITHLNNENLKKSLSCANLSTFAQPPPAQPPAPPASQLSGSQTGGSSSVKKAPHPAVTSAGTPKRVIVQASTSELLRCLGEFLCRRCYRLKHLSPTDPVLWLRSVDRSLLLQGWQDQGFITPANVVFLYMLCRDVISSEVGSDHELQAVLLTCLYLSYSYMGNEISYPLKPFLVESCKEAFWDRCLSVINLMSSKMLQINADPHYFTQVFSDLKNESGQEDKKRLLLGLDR
DSG3 Ab inh: human desmoglein-3 autoantibody binding inhibition; binding (percent of control), % at 10 µM; actives 0.48% (n = 310,000); DSG3-coupled beads, scFv-anti-DSG3-GFP binding, flow cytometry; hits give low values;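 active means binding more than 3 SD below its plate's average and above zero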;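 further: hits lower antibody fragment binding to DSG3; some compounds called inactive have numbers as strong as hits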
SUMO Mot1 rescue: inhibitors of SUMOylation pathway: yeast Mot1-301 growth rescue | S. cerevisiae Mot1-301 growth rescue, ATP luminescence, 38.5C; percent above DMSO median, 100 means doubled | growth rescue, % at 18.8 µM | actives 1% (n = 320,000);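 active means every valid replicate shows activation above 250% relative to neutral control wells; inactive means the rest, any valid replicate at or below 250%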;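 further: OY570 slx delta 5 strain wells were the positive control but not used for scaling; some compounds called inactive have numbers as strong as hits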
SR-BI uptake up: activators of SR-BI mediated HDL lipid uptake; actives 0.096% (n = 320,000); CHO ldlA[mSR-BI] cells, DiI-HDL uptake fluorescence, 3 h; 100 = double the neutral-control signal; activation, % at 12.5 µM; AID 504775;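 active means mean replicate activation of at least 60% and every replicate at or above 60%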;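 further: 0% = median plate neutral-control signal and 100% = twice that signal; values of inactives mirror those of a sister screen read the other way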
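material = CHO ldlA[mSR-BI] cells | medium = Ham's F12 with 0.5% BSA, HEPES 25 mM, pH 7.4 | reagent = fluorescent DiI-HDL, 10 µg/mL final | compound dosing = single-point compound dose | incubation = 3 h, 37 °C | measured by = bottom-read fluorescence, 550/595 nm | measure = HDL uptake via cellular fluorescence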
dFosB act: activators of mouse delta FosB homodimer. actives 0.99% (n = 340,000). P13346. activation, % at 25 µM. purified delta FosB, TAMRA-CDK5 oligo fluorescence polarization; percent of positive-control signal above neutral wells. AID 493131;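 active means mean activation above about 17%, with every replicate also reaching it, limit read from the data, passing the limit was not always enough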;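 further: fluorescence polarization rise as delta FosB binds a TAMRA Cdk5 AP-1 oligo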
Target sequence (P13346 whole entry, looked up): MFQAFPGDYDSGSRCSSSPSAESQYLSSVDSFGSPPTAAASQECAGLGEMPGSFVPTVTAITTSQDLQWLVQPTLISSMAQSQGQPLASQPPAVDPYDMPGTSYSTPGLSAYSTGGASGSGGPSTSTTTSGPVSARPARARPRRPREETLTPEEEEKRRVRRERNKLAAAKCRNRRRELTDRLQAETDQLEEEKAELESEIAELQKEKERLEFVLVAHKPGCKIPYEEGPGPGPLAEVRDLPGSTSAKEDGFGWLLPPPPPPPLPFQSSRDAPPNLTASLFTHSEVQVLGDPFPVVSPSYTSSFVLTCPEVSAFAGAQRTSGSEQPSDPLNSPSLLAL
Arr AP2 block: inhibitors of human beta-arrestin and AP2 interaction; FITC-arrestin peptide / GST-AP2 beads, flow cytometry; AP2 beta2 appendage carries R879A mutation; inhibition, % at 10 µM; actives 0.31% (n = 340,000);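 active means inhibition above a set limit, near 3 SD of compounds lacking own fluorescence, cut at about 54% in these data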;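 further: plate controls were DMSO wells for no effect and 5 µM unlabelled arrestin peptide for full effect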
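System: GST-AP2 R879A glutathione beads; medium: PBS, Tween 20 0.05%, BSA 0.1%; reagent: fluorescein-tagged arrestin peptide at 50 nM final; schedule: pre-incubation 12 min, peptide binding 1 h, room temperature; detection: flow cytometry, FL1 (488/535 nm); read-out: inhibition as reduced fluorescein signal on beads, percent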
NSD2 HMT inh: blocks human histone methyltransferase NSD2; inhibition, % at 12.5 µM; AID 743445; actives 0.54% (n = 310,000); O96028; NSD2 peptide methylation, AlphaScreen, 120 min; in the data active means inhibition above about 50%
SR-BI HDL uptake: blocks mouse SR-BI lipid uptake from DiI-HDL; Q61009; ldlA[mSR-BI] CHO cells, DiI-HDL uptake fluorescence, 3 h; inhibition, % at 12.5 µM; actives 0.96% (n = 320,000);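 active means mean replicate inhibition of at least 70% and a set share of replicates each scoring 70 or more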;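 further: 0% = median of neutral control wells and 100% = median of positive control wells; values of inactives mirror those of a sister screen read the other way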
MITF TRPM1 HTS: increases MITF-driven TRPM1 promoter luciferase signal | SK-MEL-5 TRPM1-promoter luciferase, 24 h; % of positive control, neutral wells = 0 | activation, % at 12.5 µM | actives 0.75% (n = 300,000);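 active means mean activation of at least 80% with every replicate also reaching 80%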;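 further: 0% = neutral control wells and 100% = parthenolide positive control wells; values of inactives mirror those of a sister screen read the other way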
PKA-R1A act: activators of PKA-R1A complex; activation, % at 11.4 µM; PKA-R1A dissociation, Cy5-IP20 fluorescence polarization; scaled: DMSO 0%, 113 µM cGMP 100%; actives 0.083% (n = 340,000); P00514+P68181;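 active means percent activation above the mean of all tested compounds plus 3 SD, cut at about 19% in these data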;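 further: higher means more PKAc released from R1A so a rise in polarization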
PKA-R2B activ: activators of human PKA-R2B complex; P22694+P31323; PKA-R2B holoenzyme dissociation, Cy5-IP20 fluorescence polarization; R2B truncated from residue 108, S112A mutant; 0% DMSO only, 100% 113 µM cGMP; activation, % at 11.4 µM; actives 0.079% (n = 340,000); AID 504700;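 active means activation above a cutoff set at the mean over all compounds plus 3 SD, cut at about 18% in these data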;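 further: higher means more holoenzyme dissociation and a rise in polarization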
The depositor's hits bear a star; . = not tested or not shown.

SMILES	CDK5 p35 inh	DSG3 Ab inh	SUMO Mot1 rescue	SR-BI uptake up	dFosB act	Arr AP2 block	NSD2 HMT inh	SR-BI HDL uptake	MITF TRPM1 HTS	PKA-R1A act	PKA-R2B activ
CCc1ccc(N2C(=O)CN(Cc3ccc(OC)c(OC)c3)C2=S)cc1	0.0	99	10	-8	-2	-4	-1	8	5	5	0
CSCCC(NS(=O)(=O)c1cccs1)C(=O)NCc1cccs1 (configuration not stated)	-2.1	187	-6	-6	3	-9	-1	6	8	-6	2
COC(=O)c1ccccc1NC(=O)N[C@@H](C)C(=O)OC	-1.8	96	5	30	5	1	0	-30	0	3	-3
COc1ccc([N+](=O)[O-])cc1NCC(=O)Nc1cc(S(=O)(=O)N2CCCCC2)ccc1C	0.0	102	8	-4	-7	-10	-4	4	-7	-6	-1
O=C(Cc1ccsc1)NNC(=O)c1ccc(F)cc1	-0.5	100	-6	13	-4	12	0	-13	-8	0	-5
CCCc1c(C(=O)OCC)[nH]c2c1C(=O)CCC2	2.4	102	-1	-12	-5	7	.	12	0	-2	1
S=C(NCC1CCCO1)N1CCN(Cc2ccccc2)CC1 (configuration not stated)	0.5	.	-9	-5	-2	5	2	5	1	-1	-5
CC(C)(C)CC(=O)OCC(=O)Nc1cc(C(C)(C)C)nn1-c1ccccc1	0.2	101	-17	4	1	7	1	-4	9	2	0
COCCNC(=O)CSc1nnc(-c2ccccc2)c(-c2ccccc2)n1	0.1	107	13	8	-6	18	-3	-8	3	-4	2
CCN(CC)c1ccc(S(=O)(=O)N2CCOCC2)cc1NC(=O)CSc1cccc[n+]1[O-]	-0.9	101	-16	21	5	-43	-2	-21	-5	2	9

Quoted from the listing:
DSG3 Ab inh result of CSCCC(NS(=O)(=O)c1cccs1)C(=O)NCc1cccs1 (configuration not stated) stands at 187
dFosB act result of CCc1ccc(N2C(=O)CN(Cc3ccc(OC)c(OC)c3)C2=S)cc1 stands at -2
CDK5 p35 inh result of COCCNC(=O)CSc1nnc(-c2ccccc2)c(-c2ccccc2)n1 stands at 0.1

Additional records:
SMILES	CDK5 p35 inh	DSG3 Ab inh	SUMO Mot1 rescue	SR-BI uptake up	dFosB act	Arr AP2 block	NSD2 HMT inh	SR-BI HDL uptake	MITF TRPM1 HTS	PKA-R1A act	PKA-R2B activ
CCCCc1ccc(-c2nc(N)n[nH]2)cc1	0.4	100	840*	14	3	-5	0	-14	57	-3	-3
Cc1c(C(=O)NN2CCOCC2)oc2ccccc12	1.0	113	-10	18	-5	-16	1	-18	7	-10	-5
O=C(CSc1nnnn1C1CCCC1)c1ccc2c(c1)OCCO2	-0.2	95	-4	0	-10	4	-2	0	74	-9	-5
Cc1ccc(S(=O)(=O)NCCC(=O)NCc2cccnc2)cc1	1.9	89	97	1	-8	0	0	-1	-6	8	1
COc1cccc(C(=O)COc2ccc3c(C)cc(=O)oc3c2)c1	0.7	104	151	-12	-10	21	-1	12	-24	1	4
Cc1cccc(NS(=O)(=O)c2cc(C(=O)N3CCN(C)CC3)ccc2C)c1	-0.5	101	-9	-8	4	-6	9	8	-2	3	-2
Cc1ccc(OCC(=O)Nc2cc(NC(=O)COc3ccc(C)c(C)c3)cc(C(=O)O)c2)cc1C	-0.4	121	-11	31	-2	3	-1	-31	.	2	-12
Cc1noc(C)c1-c1nnc(-c2ccc(OC(F)(F)F)cc2)o1	2.3	104	-5	18	-3	-11	0	-18	-3	-2	-2
O=C(OCC(=O)N1c2ccccc2Sc2ccccc21)c1ccc[n+]([O-])c1	0.0	93	75	-9	0	46	26	9	-7	-1	6
Cc1c(NC(=O)c2cc(-c3cccc(Cl)c3)on2)c(=O)n(-c2ccccc2)n1C	-2.7	114	-7	5	0	10	-4	-5	-6	-8	-4
O=C(O)c1nccnc1C(=O)NCCc1c[nH]c2ccccc12	-1.8	102	.	.	1	26	3	.	-2	5	9
COC(=O)c1ccc(CNC(=O)[C@@H]2CCCN2S(=O)(=O)c2ccccc2F)cc1	1.0	.	1	19	1	9	0	-19	-11	4	-3
Cc1ccc(C(=O)N/C(=C/c2cccc([N+](=O)[O-])c2)C(=O)NC(C)C)cc1	-0.5	99	54	-14	-1	1	.	14	3	4	1
CCOC(=O)c1cn(CC(=O)Nc2ccccc2C(=O)OCC)nn1	-1.6	96	-12	-6	1	3	-1	6	.	-13	-13
COc1ccc(S(=O)(=O)N2CCC(O)(c3ccc4c(c3)OCO4)CC2)cc1	-3.8	96	173	20	-9	5	5	-20	7	4	6
CN1CCN(CC(=O)N2c3ccc(S(=O)(=O)NCCNC(=O)OC(C)(C)C)cc3C(=O)Nc3cccnc32)CC1	-0.4	104	-1	31	-4	7	.	-31	10	4	-2
Cc1ccccc1-n1cnnc1SCC(=O)N1CCN(c2ccccc2)CC1	3.1	103	.	9	-4	19	7	-9	-6	2	-6
CC(=O)OCC(=O)[C@@]1(O)CC[C@H]2[C@@H]3CCC4=CC(=O)C=C[C@]4(C)[C@H]3[C@@H](O)C[C@@]21C	0.1	.	39	15	-3	11	.	6	12	3	1
COc1ccc(COc2cccc3ccc(C)nc23)cc1F	-2.4	97	-14	.	-8	9	-6	.	7	18	9
O=C(NCc1cccs1)C1CCCN(S(=O)(=O)c2cccc3cccnc23)C1 (configuration not stated)	0.7	109	-12	-6	3	12	.	6	-9	11	-13

Among those listed so far, 5 contain a halogen.
SMILES	CDK5 p35 inh	DSG3 Ab inh	SUMO Mot1 rescue	SR-BI uptake up	dFosB act	Arr AP2 block	NSD2 HMT inh	SR-BI HDL uptake	MITF TRPM1 HTS	PKA-R1A act	PKA-R2B activ
O=C(Cc1ccsc1)NNC(=O)c1ccc(F)cc1	-0.5	100	-6	13	-4	12	0	-13	-8	0	-5
Cc1noc(C)c1-c1nnc(-c2ccc(OC(F)(F)F)cc2)o1	2.3	104	-5	18	-3	-11	0	-18	-3	-2	-2
Cc1c(NC(=O)c2cc(-c3cccc(Cl)c3)on2)c(=O)n(-c2ccccc2)n1C	-2.7	114	-7	5	0	10	-4	-5	-6	-8	-4
COC(=O)c1ccc(CNC(=O)[C@@H]2CCCN2S(=O)(=O)c2ccccc2F)cc1	1.0	.	1	19	1	9	0	-19	-11	4	-3
COc1ccc(COc2cccc3ccc(C)nc23)cc1F	-2.4	97	-14	.	-8	9	-6	.	7	18	9

Following part:
SMILES	CDK5 p35 inh	DSG3 Ab inh	SUMO Mot1 rescue	SR-BI uptake up	dFosB act	Arr AP2 block	NSD2 HMT inh	SR-BI HDL uptake	MITF TRPM1 HTS	PKA-R1A act	PKA-R2B activ
Cc1ccc(NC(=O)CSc2nnc([C@@H]3CCCN3C(=O)OC(C)(C)C)o2)c(C)c1	0.4	.	8	13	-6	9	-1	-13	-12	-4	2
COc1ccc(C(=O)NCc2nnc(SCC(=O)N3CCCCCC3)o2)cc1OC	-2.0	104	7	-6	-2	8	-3	6	-3	3	4
Cc1cccc(-n2nnnc2SCC(=O)Nc2ccc(N3CCN(C)CC3)cc2)c1	1.4	92	-2	-18	-3	-8	3	18	0	-2	3
ClC1(CNc2ccccc2)CCN(Cc2ccccc2)CC1	-0.3	109	129	5	-3	40	3	-5	.	-3	2
Cc1ccc(N2CCN(C(=O)c3ccccc3NC(=O)C3CCCCC3C(=O)O)CC2)cc1 (configuration not stated)	1.0	103	.	19	-7	0	-1	-19	3	-3	-2
COc1ccc(C(=O)OCc2c(-c3ccccc3)ncc3ccccc23)cc1	6.0	104	11	-24	-3	-9	.	24	0	-2	-1
Cc1cccc(C(=O)N/N=C/c2ccccn2)c1	1.9	101	-22	12	3	11	-14	-12	43	5	1
Cc1ccc(C)n1-c1nnc(N2CCC(C(=O)N3CCN(C)CC3)CC2)s1	1.2	112	180	6	-6	-1	.	-6	-2	1	-3
O=C(O)c1ccc(N2C(=O)c3cccc4c(C(=O)O)ccc(c34)C2=O)cc1	-1.7	.	0	6	-9	-11	3	-6	4	.	.
COc1ccc(N(CC(=O)NC2CCCC2)C(=O)c2ccc(C)s2)cc1OC	0.1	93	-4	-23	0	16	-3	23	2	-5	10
Cn1nnc2cc(NC(=O)N3CC4(C)CC3CC(C)(C)C4)ccc21 (configuration not stated)	1.3	101	-11	0	-19	-1	0	0	2	0	-7
COc1cc2oc3ccc(C#Cc4ccccn4)cc3c(=O)c2cc1OC	-0.4	98	3	-17	-12	28	.	17	33	7	-5
COc1ccc(NC(=S)Nc2ccc3nccnc3c2)cc1	0.6	108	-13	27	-6	14	-1	-27	88*	8	-5
COc1ccc(C(=O)COc2nc(C)cc(C)c2C#N)cc1	-0.5	101	-6	-13	-11	2	-3	13	21	-10	-9
COc1ccc(CC(=O)Nc2cccc3ccccc23)cc1OC	-0.2	103	-5	-12	-1	-4	3	12	-16	-3	-5
NC(=O)C1CCN(CC(=O)Nc2cccc(C(=O)Nc3cccc(C(F)(F)F)c3)c2)CC1	0.0	83	-13	-29	-10	7	-1	29	-17	-4	-11
O=S(=O)(/C=C/c1ccccc1)n1cnc2ccccc21	1.5	95	.	6	-2	2	1	-6	-3	9	4
COc1ccc(N2CCN(c3ncnc4scc(-c5ccc(C)cc5)c34)CC2)cc1	-0.9	92	2	-39	-2	37	3	39	5	-13	-1
O=C1N(CCCCN2C(=O)C3(OCCO3)c3ccccc32)c2ccccc2C12OCCO2	-1.5	103	9	28	-3	-5	-4	-28	1	6	-18
O=C(O)CCN1C(=O)C2C3c4ccccc4C(c4ccccc43)C2C1=O (configuration not stated)	-0.5	94	-5	.	-3	2	-3	.	-10	-8	1
O=C(O)c1cc(NS(=O)(=O)c2ccc(N3CCCCC3)c([N+](=O)[O-])c2)cc(C(=O)O)c1	1.0	102	1	21	-1	8	6	-21	0	-8	-10
CCCc1[nH]n(-c2nc3ccccc3s2)c(=O)c1C=NCCCOC	-4.0	97	-23	6	-4	-2	0	-6	4	-3	-5
